Screens deposited in PubChem BioAssay by ICCB-Longwood Screening Facility, Harvard Medical School.
PV pol inh: inhibitors of poliovirus RNA polymerase binding and polymerization | P03300 | poliovirus polymerase elongation, fluorescence polarization; hits give low values | % elongation, % (compound at 16.7 µg/mL) | 0.66% of 150,000 active | AID 588519; in the data active means % elongation below about 90%; further: some results filed as inactive read as strong as hits
Target sequence (P03300 1749-2209 limits assumed): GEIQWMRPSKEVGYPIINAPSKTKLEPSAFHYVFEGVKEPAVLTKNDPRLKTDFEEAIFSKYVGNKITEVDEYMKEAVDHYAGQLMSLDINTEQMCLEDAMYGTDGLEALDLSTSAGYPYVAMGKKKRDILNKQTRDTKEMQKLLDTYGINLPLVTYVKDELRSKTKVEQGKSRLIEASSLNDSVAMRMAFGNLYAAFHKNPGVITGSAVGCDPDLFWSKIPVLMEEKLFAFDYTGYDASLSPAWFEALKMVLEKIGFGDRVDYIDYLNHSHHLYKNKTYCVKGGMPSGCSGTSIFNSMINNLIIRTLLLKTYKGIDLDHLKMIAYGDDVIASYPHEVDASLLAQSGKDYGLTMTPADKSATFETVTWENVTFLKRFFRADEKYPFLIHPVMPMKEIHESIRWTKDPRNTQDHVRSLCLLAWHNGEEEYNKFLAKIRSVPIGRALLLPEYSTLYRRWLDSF
PV pol inh FP z-score: second read-out of PV pol inh, no call of its own (marks repeat the call); z-score; measured here: FP z-score; hits read low
* = called active by the depositor. A portion of the library; the hit share may differ from the screen's.

Sample of the layout, 17 compounds:
SMILES	PV pol inh	PV pol inh FP z-score
Cn1c2ccccc2c2cn[nH]c(=O)c21	100	-0.6
CCC(=O)Nc1ccc(CC)cc1-c1nc2ccccc2n(CC(=O)Nc2ccccc2C)c1=O	105	-0.3
COc1c(C)cc(Br)cc1C(=O)Nc1ccc(-c2nc3ncccc3o2)cc1	106	0.3
CCC(=O)OCCCNc1nc(-c2ccc(Cl)cc2)nc2ccccc12	102	-1
O=C(CSc1nc2ccccc2o1)OCC(=O)c1ccc(F)cc1	98	-1.1
COc1ccccc1NC(=O)Cn1c(=O)n(Cc2ccccc2)c(=O)c2c3c(sc21)CN(C(C)=O)CC3	101	-0.9
Cc1cc(=O)[nH]c2sc3c(=O)cc(C(F)(F)F)[nH]c3c12	106	2.1
CC1CCN(C(=O)c2cc(-c3ccc(F)cc3)no2)CC1	105	1.6
O=C(NCc1ccccc1Cl)C(=O)NCC(c1cccs1)S(=O)(=O)c1cccs1 (stereo not given)	111	0.8
O=S1(=O)CC/C(=N/NS(=O)(=O)c2ccc(Br)cc2)c2ccccc21	104	0.1
COCCCn1c(SCC(=O)Nc2ccccc2OC)nc2c(sc3ccccc32)c1=O	105	-0.4
CCNc1ncnc2c1oc1ccccc12	99	-0.6
CC(C)CNC(=O)C(=O)Nc1c2c(nn1-c1ccccc1)CS(=O)(=O)C2	96	-1.8
CCOc1ccc(C(=O)NCC(c2ccc3c(c2)OCO3)N2CCN(c3ccccc3F)CC2)cc1 (stereo not given)	107	0
COc1ccc(Cn2c(=O)[nH]c3cc(C(=O)NC4CCN(Cc5ccccc5)CC4)ccc32)cc1	104	0.7
Cc1noc(C)c1S(=O)(=O)/N=C/N(C)C	99	-0.6
COc1cc(NC(=O)c2ccc3oc(=O)c(S(=O)(=O)c4ccccc4)cc3c2)cc(OC)c1	109	0.5

All compounds of this part, repeating the preview:
SMILES	PV pol inh	PV pol inh FP z-score
Cn1c2ccccc2c2cn[nH]c(=O)c21	100	-0.6
CCC(=O)Nc1ccc(CC)cc1-c1nc2ccccc2n(CC(=O)Nc2ccccc2C)c1=O	105	-0.3
COc1c(C)cc(Br)cc1C(=O)Nc1ccc(-c2nc3ncccc3o2)cc1	106	0.3
CCC(=O)OCCCNc1nc(-c2ccc(Cl)cc2)nc2ccccc12	102	-1
O=C(CSc1nc2ccccc2o1)OCC(=O)c1ccc(F)cc1	98	-1.1
COc1ccccc1NC(=O)Cn1c(=O)n(Cc2ccccc2)c(=O)c2c3c(sc21)CN(C(C)=O)CC3	101	-0.9
Cc1cc(=O)[nH]c2sc3c(=O)cc(C(F)(F)F)[nH]c3c12	106	2.1
CC1CCN(C(=O)c2cc(-c3ccc(F)cc3)no2)CC1	105	1.6
O=C(NCc1ccccc1Cl)C(=O)NCC(c1cccs1)S(=O)(=O)c1cccs1 (stereo not given)	111	0.8
O=S1(=O)CC/C(=N/NS(=O)(=O)c2ccc(Br)cc2)c2ccccc21	104	0.1
COCCCn1c(SCC(=O)Nc2ccccc2OC)nc2c(sc3ccccc32)c1=O	105	-0.4
CCNc1ncnc2c1oc1ccccc12	99	-0.6
CC(C)CNC(=O)C(=O)Nc1c2c(nn1-c1ccccc1)CS(=O)(=O)C2	96	-1.8
CCOc1ccc(C(=O)NCC(c2ccc3c(c2)OCO3)N2CCN(c3ccccc3F)CC2)cc1 (stereo not given)	107	0
COc1ccc(Cn2c(=O)[nH]c3cc(C(=O)NC4CCN(Cc5ccccc5)CC4)ccc32)cc1	104	0.7
Cc1noc(C)c1S(=O)(=O)/N=C/N(C)C	99	-0.6
COc1cc(NC(=O)c2ccc3oc(=O)c(S(=O)(=O)c4ccccc4)cc3c2)cc(OC)c1	109	0.5
Cc1c(Br)cc(C(=O)O)c(C)c1C	101	0.1
COC(C)(OCCn1c2ccccc2c2ccccc21)c1ccccc1 (stereo not given)	107	0.4
Cc1ccc2nc(-c3ccc(NC(=O)Nc4ccccc4)cc3)sc2c1	108	0.5
CCc1ccc(NC(=O)c2ccc(F)c(S(=O)(=O)N3CCC(C)CC3)c2)cc1	105	-0.6
CCOC(=O)c1cc(NC(=O)N(CC)CC)c(C)nc1C	103	0.3
COc1cccc(CNC(=O)c2nnn(CC(=O)Nc3cc(Cl)ccc3C)c2N)c1	106	0.2
NNC1=NC2CS(=O)(=O)CC2S1 (stereo not given)	101	0
Nc1cccc(CN2CCCC2)c1	104	0.4
SMILES	PV pol inh	PV pol inh FP z-score
CCC(C(=O)Nc1c(C)cccc1C)n1c(C(=O)OC)cc2sc(C)cc21 (stereo not given)	102	0
CC(C)OC(C)n1cccc1-c1ccccc1 (stereo not given)	108	0.5
Cc1cccc(-n2c(SC3CCOC3=O)nnc2-c2cccc(S(=O)(=O)N(C)C)c2)c1 (stereo not given)	101	0
O=C(CS(=O)(=O)c1cn(Cc2ccc(Cl)cc2)c2ccccc12)N1CCCC1	101	0.1
CCc1ccc(NC(=O)Cn2c(=O)n(C(C)C)c(=O)c3oc4ccccc4c32)cc1	103	0.3
CCCN1C(=O)c2[nH]nc(-c3ccccc3O)c2C1c1cccc(OCc2ccccc2)c1 (stereo not given)	112	1.5
COc1ccccc1-n1cnc2cc(NCc3ccncc3)ccc21	102	0.5
Cn1ccnc1SCC(=O)NC1CCCC1	102	0.2
COc1ccc(C2CCCCC2O)cc1OC (stereo not given)	104	0.9
COc1cc(C)nc(Oc2ccc(/C=N/O)cc2)n1	101	0
COc1ccc(OCC2Cn3c(nc4c3c(=O)n(C)c(=O)n4C)O2)cc1 (stereo not given)	104	0.6
COc1ccc(NC(=O)C2CCN(S(=O)(=O)c3ccc4c(c3)CCCC(=O)N4)CC2)cc1Cl	111	0.7
CCCS(=O)(=O)c1nc(S(=O)(=O)c2ccc(C)cc2)c(N(CC)CC)s1	104	-1
Cc1cc(C)cc(-n2c(SCC(=O)Nc3ccc4c(c3)OCCO4)nc3c([nH]c4ccccc43)c2=O)c1	110	0.8
CC(c1ccncc1)N(CCN(C)C)C(=O)Nc1ccc(Cl)c(Cl)c1 (stereo not given)	99	-0.4
CN(Cc1ccccc1)C(=O)COc1ccccc1Cl	102	-0.1
CCN1CCN(CCCNC(=O)c2ccc(Cn3c(=S)[nH]c4cc5c(cc4c3=O)OCO5)cc2)CC1	98	-1.3
COc1ccc(OC)c(NC(=O)c2ccc(-c3nc(CSc4ccccc4)c(C)o3)cc2)c1	105	-0.4
O=C(CSc1nc(Nc2ccccc2)nc(N2CCOCC2)n1)N1CCN(c2ccccc2)CC1	99	-0.8
CCOc1ccc(/C=C2/C(=O)NC(=O)N(C3CCCCC3)C2=O)cc1	99	-0.5
O=C1c2ccccc2S(=O)(=O)N1Cc1cccc(S(=O)(=O)N2CCOCC2)c1	100	-0.5
CCN(CC)S(=O)(=O)c1ccc(NC(=O)COC(=O)c2cncc(Br)c2)cc1	104	0.4
Cc1cccc(C(=O)NC2(C(F)(F)F)N=C(c3ccccc3)N(Cc3ccccc3)C2=O)c1 (stereo not given)	109	1.2
CCN(CC)C(=O)Cn1c(=O)n(Cc2ccc(C(=O)NCCc3ccc(OC)c(OC)c3)cc2)c(=O)c2ccccc21	107	0.2
O=C1C=CC(=O)N1Cc1ccccc1	103	0.2
SMILES	PV pol inh	PV pol inh FP z-score
O=C(OCc1cc(=O)n2c3c(sc2n1)CCCC3)c1cccc(NC(=O)c2ccccc2F)c1	100	-1.6
CC(C)Cn1c(SCC(=O)NC2CC2)nnc1-c1ccccc1F	106	0.5
COc1ccc(CCN2C(=O)N(c3ccc(F)cc3)C(=O)C2CC(=O)Nc2ccc(F)c(F)c2)cc1 (stereo not given)	107	0.3
O=C(NCc1ccco1)c1cn(-c2ccccc2)nc1-c1cccnc1	103	0.7
CCN(CC)CCCNC(=O)c1ccc2c(c1)sc1nc(-c3ccc(C)cc3)cn12	97	-1.9
CC(=O)N1c2ccc(S(=O)(=O)N3CCCC3)cc2CC1C(=O)N1CCN(Cc2ccccc2)CC1 (stereo not given)	100	-0.9
O=S1(=O)CC(O)C(S(=O)(=O)c2ccccc2)C1 (stereo not given)	99	0.1
O=C(CSc1nnnn1-c1ccccc1)NC(C(=O)O)(c1ccccc1)c1ccccc1	98	-0.2
CCN(C(=O)CSc1cccc[n+]1[O-])c1ccccc1	104	0.8
COc1ccc(C(=O)C(C)OC(=O)Cn2c(CS(C)(=O)=O)nc3ccccc32)cc1 (stereo not given)	100	-0.3
COc1ccc(-c2nc3c(c(SCC(=O)Nc4ccccc4OC)n2)Cc2cccc(C)c2O3)cc1	103	-0.5
Cc1ccc(C(=O)COC(=O)c2cc(-c3ccccc3)nc3ccccc23)cc1C	99	-0.7
CC(=O)N1c2ccccc2C2(O)N=C(c3ccccc3)SC12 (stereo not given)	99	-0.5
CCOC(=O)N1CCc2c(sc3c2C(=O)NC(c2ccc(OCC)cc2)N3)C1 (stereo not given)	102	0.5
O=C(CSc1ncnc2ccccc12)NCc1ccco1	97	-1.6
CC1CN(C(=O)Cc2csc3nc(-c4ccc(Cl)cc4)cn23)CC(C)O1 (stereo not given)	100	-0.7
O=C(NCCCN1CCc2ccccc2C1)Nc1ccc(Cl)cc1	103	0.4
O=C(Nc1cccc(Cl)c1)c1cc2c(=O)[nH]c3ccccc3c2s1	108	0.1
CCN(C(=O)c1nn(C)c2c1CSc1ccccc1-2)c1cccc(C)c1	114	0.4
Cc1ccc(-c2cc(NC(=O)CNC(C)c3ccc(F)cc3F)on2)cc1 (stereo not given)	101	-0.2
O=c1/c(=C/c2ccc(N3CCOCC3)cc2)sc2nc3ccccc3n12	114	1.3
COc1ccc(C(=O)NC2(C(F)(F)F)C(=O)Nc3c2c(=O)[nH]c(=O)n3CCc2ccc(OC)c(OC)c2)cc1 (stereo not given)	104	0
O=C(Cn1cc(S(=O)(=O)Cc2ccccc2Cl)c2ccccc21)NCc1ccccc1Cl	101	-1
COCc1c(C(=O)OCC(=O)N2c3ccccc3CC2C)oc2ccccc12 (stereo not given)	103	0.1
O=C1Nc2ccccc2/C1=C/c1ccccc1	103	0.5
SMILES	PV pol inh	PV pol inh FP z-score
CNC(=O)c1cc2c(=O)n3ccccc3nc2nc1NC1CCCC1	102	0.2
CC(=O)n1c2c(c3ccccc31)OC(N)=C(C#N)C2c1ccc(C(C)C)cc1 (stereo not given)	102	0.1
CN(C(=O)c1nn(C)c2c1COc1ccccc1-2)c1cccc(C(F)(F)F)c1	113	0.4
Cc1oc(C(=O)O)cc1CSCc1cc(C(=O)O)oc1C	103	0.4
Cc1nc(Cc2c(Cl)cccc2Cl)[nH]c(=O)c1Cl	102	0.1
CCC(=O)OC1(c2cccc(C)c2)CC(C)N(C)CC1C (stereo not given)	104	0.1
COCCCn1c(=N)c(C(=O)NC2CCCCC2)cc2c(=O)n3cc(C)ccc3nc21	117	1.1
Cn1nc(C(=O)NCCc2ccc(Cl)cc2)c2c1-c1ccccc1SC2	113	0.3
CCn1cc(N)c(C(N)=O)n1	101	-0.1
Cc1cccc(-c2nnc(SCCC(=O)O)o2)c1	98	-2
Cc1ccc(-n2nc3c(n2)/C(=N/O)CCC3)cc1	98	-0.9
COc1ccc(C(=O)Nc2ccc3c(c2)C(=O)N(C)C3=O)cc1OC	100	-0.3
CC(C)NC(=O)CSc1nc(-c2ccc(F)cc2)cc(C(F)(F)F)n1	103	0.4
CCOC(=O)c1ccc(CN(Cc2ccc(F)cc2)S(=O)(=O)c2ccc(F)c(C(=O)Nc3ccccc3C(F)(F)F)c2)cc1	103	-0.9
O=C(C1CCC(Cn2c(=O)c3sccc3n(Cc3ccccc3)c2=O)CC1)N1CCCCC1 (stereo not given)	104	-0.5
CCC(C)(C)C(=O)NC(c1ccccc1)c1ccccc1	106	0.1
Cc1ccccc1Nc1nc(N)nc(CSc2ncnc3sc4c(c23)CCC4)n1	97	-0.9
Cc1ccccc1C(=O)Nc1nnc(S(=O)(=O)N(C)Cc2ccc(Cl)cc2)s1	101	-0.8
O=C(Oc1cccc(Nc2ncnc3ccccc23)c1)c1cccs1	102	0.1
Cc1cc(C)c2c(c1)c(C)cc1nnc(SCC(=O)c3ccccc3)n12	110	0.6
COc1cc(CNC(C)C)cc(OC)c1	100	-0.1
CCc1cc(Br)ccc1OCC(=O)O	98	-1.7
CCc1ccc(N2CCN(CCNC(=O)Nc3ccccc3)CC2)cc1	99	-1
CCOc1ccccc1C(=O)NCCc1ccccc1	100	-0.1
S=c1sc2c(s1)SCCS2	97	-0.3
SMILES	PV pol inh	PV pol inh FP z-score
CCn1ccc2cc(S(=O)(=O)N3CCC(C(=O)NCc4cccc(C)c4)CC3)ccc21	103	-0.8
CCc1ccccc1NC(=O)Cn1c(C(=O)OC)cc2oc(C)cc21	108	0.4
O=C1NC(=NC2CCCC2)S/C1=C\c1ccc(-c2ccc(F)cc2)o1	105	0
COC(=O)C(CC(C)C)NC(=O)Cn1cnc2ccccc2c1=O (stereo not given)	104	0.3
Cc1c(-n2c(-c3ccccc3Br)n[nH]c2=S)c(=O)n(-c2ccccc2)n1C	103	0
CC(=O)Nc1cccc(Oc2cc(C#N)c(C#N)cc2N2CCCCCC2)c1	100	-0.1
FC(F)(F)c1ccc(Nc2ccc3c(c2)CCC3)nc1	101	-0.2
CC1(C)CC(=O)c2cnc(NCCc3ccccc3)nc2C1	105	0.6
CC(CCc1ccccc1)NC(=O)COc1cc(=O)n(C)c2ccccc12 (stereo not given)	102	0.1
O=C(O)c1cccc2[nH]c(=O)c(=O)[nH]c12	100	-0.9
CCCN1C2CCCC1CC(NC(=O)c1ccc(F)cc1)C2 (stereo not given)	107	1.7
Cc1cccc(N2CCN(S(=O)(=O)c3nnc(NC(=O)c4ccc(Cl)cc4)s3)CC2)c1	110	0.4
COc1ccc(-c2cccc(NS(=O)(=O)c3cc(C)c(Cl)cc3C)c2)nn1	98	-1.7
O=C(O)CC1CCCCO1 (stereo not given)	103	0.3
Cc1ccc2cc(C#N)c(=O)[nH]c2c1	103	0.4
Cc1cc(F)ccc1NC(=O)CN1C(=O)CCc2cc(S(=O)(=O)N3CCOCC3)ccc21	111	1
